# TRHR enhancer: qHTS for Small Molecule Agonists and Allosteric Enhancers of Human TRH Receptor: Primary Screen for Enhancers | 360,000 compounds, 0.66% hits | Thyrotropin-releasing hormone receptor (Homo sapiens), P34981 | AID 493056, 2011 | enhancement, % at 2 µM | TRHR cells, fluo-8 calcium fluorescence, EC20 TRH enhancement; in the data active = enhancement above about 30%; also: 0% is about no effect
# Target sequence (P34981 whole entry, looked up): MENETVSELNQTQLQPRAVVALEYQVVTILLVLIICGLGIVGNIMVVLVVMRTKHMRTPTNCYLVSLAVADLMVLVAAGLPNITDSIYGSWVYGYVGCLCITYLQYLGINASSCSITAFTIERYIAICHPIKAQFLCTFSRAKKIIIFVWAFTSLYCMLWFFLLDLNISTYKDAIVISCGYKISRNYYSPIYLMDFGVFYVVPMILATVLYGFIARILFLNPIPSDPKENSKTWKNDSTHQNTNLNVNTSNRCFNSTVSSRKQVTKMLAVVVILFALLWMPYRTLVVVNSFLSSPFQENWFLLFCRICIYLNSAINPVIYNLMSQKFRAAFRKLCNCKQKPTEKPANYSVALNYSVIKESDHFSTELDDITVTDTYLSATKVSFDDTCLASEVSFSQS
#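 TRHR-expressing cells loaded with fluo-8 calcium dye were read kinetically (ex 480/em 530) during compound addition, then stimulated with an EC20 of TRH (10 nM final). Enhancement of the Gq-mediated intracellular calcium response was scored.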
# D1 agonist: Allosteric Agonists of the Human D1 Dopamine Receptor: qHTS. D(1A) dopamine receptor (Homo sapiens), P21728. HEK293 T-REx D1 cells, calcium flux, agonist mode. activation, % at 2 µM. 360,000 compounds, 1% hits. AID 504660, 2011; in the data active = activation above about 30%; also: 0% is about no effect
#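 Agonism was scored from calcium flux recorded over 180 s (1 read/s) after pintool compound addition, following a 10-cycle baseline. Cells were inducible force-coupled HEK293 TREx D1, plated overnight at 30 C and loaded with no-wash calcium dye.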
# D1 antag: Antagonist of Human D 1 Dopamine Receptor: qHTS | D(1A) dopamine receptor (Homo sapiens), P21728 | HEK293 TREx D1 cells, calcium flux, dopamine EC80; hits give low values | activity change, negative = inhibition, % at 10 µM | 360,000 compounds, 3.2% hits | AID 504652, 2011; in the data active = activity change below about -30%; also: % is scaled to controls: 0 for no effect and ±100 for the full control effect
#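 Antagonism measured as reduced calcium response to an EC80 dopamine addition following 180 s compound pre-read; cells were inducible HEK293 Trex D1 plated overnight at 30 C, read kinetically at 1 cycle/sec.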
# D2 PAM: HTS Assay for Positive Allosteric Modulators of the Human D2 Dopamine Receptor: Primary Screen for Potentiators | potentiation, % at 10 µM | AID 485347, 2010 | D(2) dopamine receptor (Homo sapiens), P14416 | 340,000 compounds, 0.34% hits | HEK293 T-REx D2, calcium flux, EC20 dopamine potentiation;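 active = potentiation over 3 SD above the plate norm, cut at about 30% in these data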; also: 0% is about no effect
# Target sequence (P14416 whole entry, looked up): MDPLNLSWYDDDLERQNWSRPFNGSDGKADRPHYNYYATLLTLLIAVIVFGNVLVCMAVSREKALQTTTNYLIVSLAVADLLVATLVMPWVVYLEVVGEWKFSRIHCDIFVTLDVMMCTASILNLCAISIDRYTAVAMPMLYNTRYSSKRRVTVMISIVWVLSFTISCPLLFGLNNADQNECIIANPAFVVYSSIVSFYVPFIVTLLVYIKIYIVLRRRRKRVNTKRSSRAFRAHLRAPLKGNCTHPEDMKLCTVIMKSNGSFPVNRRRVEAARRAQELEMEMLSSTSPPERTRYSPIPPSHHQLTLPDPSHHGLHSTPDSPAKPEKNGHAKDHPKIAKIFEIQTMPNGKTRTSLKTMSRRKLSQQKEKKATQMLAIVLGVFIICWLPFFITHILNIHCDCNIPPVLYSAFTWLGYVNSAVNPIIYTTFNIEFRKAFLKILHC
#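 Tetracycline-induced HEK293 T-REx cells force-coupled to calcium signalling expressed D2; compounds were pin-added after a 10 s baseline, read kinetically 180 s, then an EC20 dopamine challenge followed with a further 180 s calcium read.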
# TRHR ag: qHTS for Small Molecule Agonists and Allosteric Enhancers of Human TRH Receptor: Primary Screen for Agonists; Thyrotropin-releasing hormone receptor (Homo sapiens), P34981; TRHR cells, calcium flux fluo-8, FDSS agonist mode; activation, % at 2 µM; 360,000 compounds, 0.18% hits; AID 493084, 2011; in the data active = activation above about 30%; also: 0% is about no effect
#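 Steps: seed TRHR cells overnight; add fluo-8 no-wash Ca dye, RT 30 min–1.5 h; record 10 s baseline; pin-transfer compounds; monitor fluorescence 1 cycle/s for the agonist window. Calcium increases flag candidate agonists.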
# RXFP1 agonist: qHTS Assay for Agonists of the Relaxin Receptor RXFP1 | 370,000 compounds, 0.3% hits | AID 2676, 2010 | Potency, µM (highest dose often 57.5 µM), for inactives: at the top dose activation, most hits filed as activators | HEK293T-RXFP1 cAMP TR-FRET, 30 min; response scale: percent of porcine relaxin response, buffer zero | Relaxin receptor 1 (Homo sapiens), Q9HBX9; also: potency is read from the fitted curve at half-maximal effect; % is scaled to controls: 0 for no effect and ±100 for the full control effect; nearly all actives have a fitted effect of over 60% in size; many of its hits are not listed in these tables
#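 Agonist response is measured as cAMP accumulation in an RXFP1-transfected HEK293T line under PDE4 inhibition. Values are scaled between buffer-only and 29 nM porcine relaxin, and EC50s come from standard Hill equation fits.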
# Anesthetic bind: qHTS Assay for Identification of Novel General Anesthetics; Ferritin light chain (Equus caballus), P02791; apoferritin/1-aminoanthracene competitive binding, fluorescence; Potency, µM (doses to about 77.5 µM), for the others: top-dose activity change, negative = displacement, most hits filed as inhibitors; 350,000 compounds, 0.074% hits; AID 485281, 2010; also: potency is read from the fitted curve at half-maximal effect; % is scaled to controls: 0 for no effect and ±100 for the full control effect; nearly all actives have a fitted effect of over 20% in size
# Target sequence (P02791 2-175 limits assumed): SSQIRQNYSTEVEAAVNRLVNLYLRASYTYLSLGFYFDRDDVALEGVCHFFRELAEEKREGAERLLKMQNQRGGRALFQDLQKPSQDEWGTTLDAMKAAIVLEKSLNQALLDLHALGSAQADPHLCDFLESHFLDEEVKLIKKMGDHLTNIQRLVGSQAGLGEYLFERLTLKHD
#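 Apoferritin-based anesthetic binding model; compound displacement of fluorescent 1-AMA measured as endpoint fluorescence after 10 minutes at room temperature, scaled to free-ligand and complex controls.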
# RXFP1 antag: qHTS Assay for Antagonists of the Relaxin Receptor RXFP1. 350,000 compounds, 0.59% hits. activity change, negative = inhibition, % at 57.5 µM. HEK293-RXFP1, relaxin-stimulated cAMP HTRF, 30 min; hits give low values. Relaxin receptor 1 (Homo sapiens), Q9HBX9;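 active = activity change of -60% or lower, but not beyond a set lower limit; inconclusive = change between -60% and -40%, or beyond the set limit; inactive = change above -40%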; also: % is scaled to controls: 0 for no effect and ±100 for the full control effect
# D1 PAM: Potentiators of Human D1 Dopamine Receptor: qHTS. HEK293 TREx D1 cells, calcium flux, dopamine EC20 potentiation. potentiation, % at 10 µM. 360,000 compounds, 0.036% hits. AID 504651, 2011; in the data active = potentiation above about 30%; also: 0% is about no effect
# The depositor's hits bear a star; ? = inconclusive; . = no result given; [ ] = dose if it differs, or a comment. Unless noted, calls follow the shape of the dose curve; as a rule, active = well fitted curve in the direction sought with a large enough effect; inconclusive = small, poorly fitted or top-dose-only effect, or another doubt; inactive = no such curve, though single readings can be large; an effect the other way counts as inactive or inconclusive. The list is partial; count on the stated rates, not on these rows.
# Letter code – A = TRHR enhancer; B = D1 agonist; C = D1 antag; D = D2 PAM; E = TRHR ag; F = RXFP1 agonist; G = Anesthetic bind; H = RXFP1 antag; I = D1 PAM
> CCOc1cc(/C=N\NC(=O)Cn2nc([N+](=O)[O-])cc2C)ccc1OCc1cccc2ccccc12
  A: -3	B: 1	C: -11	D: 0	E: -0.1	F: -1.1%	G: -22%	H: -3	I: 4
> CC1(C)CC2(CCCN(CC(O)(c3ccccc3)c3ccccc3)C2)CCO1 (stereo not drawn)
  A: -4	B: 3	C: 2	D: -3	E: -0.7	F: 1.1%	G: -12%	H: -19	I: -2
> Cc1cc(C)c(NC(=O)Cc2ccc(-n3cccc3)cc2)c(C)c1
  A: 2	B: 2	C: -8	D: 7	E: 0.5	F: 1.6%	G: 5%	H: 11	I: 0
> COc1ccc(N(C(=O)COc2ccccc2)C2C=CS(=O)(=O)C2)cc1 (stereo not drawn)
  A: -1	B: 0	C: 1	D: 4	E: 0.6	F: -0.5%	G: -9%	H: -9	I: -2
> COc1ccc(NC(=O)C2=C(C)NC(=O)NC2c2ccccc2[N+](=O)[O-])cc1 (stereo not drawn)
  A: 27	B: 0	C: -7	D: -16	E: -0.1	F: -0.4%	G: -6%	H: 4	I: 2
> COC(=O)c1cc(=O)nc2sc(-c3ccccc3)nn12
  A: 11	B: 0	C: -12	D: .	E: 0.0	F: 1.3%	G: -11%	H: -8	I: -4
> COc1ccc(Cc2nnc(NC(=O)c3ccccc3[N+](=O)[O-])s2)cc1
  A: 0	B: 1	C: -28	D: -10	E: 0.9	F: 0.7%	G: -10%	H: -9	I: -5
> COc1cc(NC(=O)C2CCCN(S(=O)(=O)c3ccc4c(c3)oc(=O)n4C)C2)cc(OC)c1 (stereo not drawn)
  A: -4	B: 2	C: -13	D: -1	E: -0.2	F: 1.7%	G: -13%	H: .	I: .
> Cc1ccc(CNC(=O)CCn2cnc3ccccc3c2=O)cc1
  A: 1	B: 1	C: -14	D: -9	E: 0.2	F: 1.9%	G: ?	H: -1	I: 6
> COc1cccc(C(=O)NCC(=O)OCc2cc(=O)n3nc(C)sc3n2)c1
  A: 6	B: 4	C: -2	D: 25	E: -0.5	F: 14%	G: 34%[activator]	H: -8	I: -3
> CCCCCC(=O)N(c1ccc(OCC)cc1)S(=O)(=O)c1ccc2c(c1)n(C)c(=O)n2C
  A: 5	B: 4	C: 0	D: 9	E: -1.6	F: -0.8%	G: ?	H: -6	I: -4
> Oc1ccc(Cl)cc1/C=N/c1nc2ccccc2[nH]1
  A: -3	B: 2	C: 10	D: -2	E: 0.8	F: -0.7%	G: -5%	H: -4	I: 1
> CN1CCN(Cc2c(C(=O)N3CCc4ccccc4C3)nc3ccc(Cl)cn23)CC1
  A: -13	B: 1	C: -3	D: -13	E: 1.1	F: 6.8%	G: 6%	H: -1	I: -4
> CCNc1nc(NCC)nc(SCCOC(=O)c2ccccc2)n1
  A: 3	B: 2	C: -7	D: 2	E: 0.3	F: -4.2%	G: 8%	H: 6	I: -8
> Cc1ccc(S(=O)(=O)N2CCN(C(=O)CSc3nc4ccccc4c(=O)[nH]3)CC2)c(C)c1
  A: 14	B: -1	C: 3	D: 21	E: 0.1	F: 0.3%	G: -22%	H: -13	I: 2

# Record cards, as listed above. Order of values: TRHR enhancer | D1 agonist | D1 antag | D2 PAM | TRHR ag | RXFP1 agonist | Anesthetic bind | RXFP1 antag | D1 PAM
# Cc1ccc(CNC(=O)CCn2cnc3ccccc3c2=O)cc1 is listed as 1 | 1 | -14 | -9 | 0.2 | 1.9% | ? | -1 | 6
# COc1ccc(NC(=O)C2=C(C)NC(=O)NC2c2ccccc2[N+](=O)[O-])cc1 (stereo not drawn) is listed as 27 | 0 | -7 | -16 | -0.1 | -0.4% | -6% | 4 | 2
# CC1(C)CC2(CCCN(CC(O)(c3ccccc3)c3ccccc3)C2)CCO1 (stereo not drawn) is listed as -4 | 3 | 2 | -3 | -0.7 | 1.1% | -12% | -19 | -2

# 2 compounds from above, limited to RXFP1 agonist:
SMILES	RXFP1 agonist
Cc1ccc(S(=O)(=O)N2CCN(C(=O)CSc3nc4ccccc4c(=O)[nH]3)CC2)c(C)c1	0.3%
COc1ccc(NC(=O)C2=C(C)NC(=O)NC2c2ccccc2[N+](=O)[O-])cc1 (stereo not drawn)	-0.4%

# The list continues.
# Letter code – A = TRHR enhancer; B = D1 agonist; C = D1 antag; D = D2 PAM; E = TRHR ag; F = RXFP1 agonist; G = Anesthetic bind; H = RXFP1 antag; I = D1 PAM
> Cc1cccc(C(=O)NNc2ncnc3c2cnn3-c2ccc(C)c(Cl)c2)c1
  A: 0	B: -3	C: -1	D: 14	E: -0.2	F: -0.4%	G: -5%	H: 2	I: 0
> CC1CCc2c(sc(NC(=O)Cn3nc(C(F)(F)F)c4c3CCCCC4)c2C#N)C1 (stereo not drawn)
  A: 2	B: 3	C: -14	D: 14	E: -0.5	F: -0.8%	G: -13%	H: -19	I: 1
> COC(=O)c1c(NC(=O)CSc2nnnn2-c2ccccc2)sc2c1CCCC2
  A: -6	B: 9	C: 0	D: -7	E: 1.2	F: -0.3%	G: -9%	H: -3	I: -6
> Cc1ccc(S(=O)(=O)C2(C(=O)N3CCN(c4ccccc4F)CC3)CC2)cc1
  A: -5	B: 2	C: -3	D: 4	E: 0.1	F: -0.1%	G: -5%	H: 1	I: 4
> CC(=O)c1cccc(NC(=O)C(C)OC(=O)CCN=C2NS(=O)(=O)c3ccccc32)c1 (stereo not drawn)
  A: -3	B: 2	C: 10	D: 2	E: 0.3	F: -0.5%	G: .	H: -19	I: -10
> O=C(CCC1(C(=O)O)CCC(=O)NC1)NCc1ccccc1 (stereo not drawn)
  A: 5	B: 3	C: -4	D: -7	E: 0.1	F: 0.3%	G: -9%	H: 12	I: -1
> CCCN1CCN(c2ncnc3c2nnn3Cc2ccccc2)CC1
  A: 4	B: 3	C: 11	D: -17	E: 0.3	F: 1.6%	G: -11%	H: 4	I: -10
> O=S(=O)(c1ccccc1)N1CCN(Cc2ccccc2)CC1
  A: -7	B: 0	C: -8	D: 0	E: 0.3	F: 0.2%	G: -12%	H: 0	I: 0
> COc1ccc(OC)c(N(CC(=O)NC2CCCC2)S(=O)(=O)c2ccc(OC)c(OC)c2)c1
  A: 4	B: 5	C: -4	D: 13	E: -0.2	F: -2.7%	G: -6%	H: 1	I: 0
> CC(=O)N/N=C/c1c(C)[nH]n(-c2ccccc2)c1=O
  A: 44*	B: 4	C: -24	D: 3	E: -0.8	F: 3.5%	G: -2%	H: -29	I: -9
> CC(C)CCn1nnnc1CN1CCN(c2ccccc2)CC1
  A: -4	B: 2	C: -2	D: -19	E: 1.1	F: -0.1%	G: -10%	H: -4	I: 0
> CC(C)(C)NC(=O)CN(C(=O)c1ccc(CN2CCOCC2)o1)c1ccc2c(c1)OCCO2
  A: 3	B: 1	C: -3	D: 6	E: 0.5	F: 0.4%	G: -5%	H: 1	I: 1
> CCn1c(SC)nnc1-c1c[nH]c2ccccc12
  A: -1	B: 17	C: -11	D: -21	E: 0.5	F: -1.1%	G: ?	H: 0	I: .
> COC(=O)Nc1ccc(S(=O)(=O)N2CCC(C(=O)N3CCCCC3C)CC2)cc1 (stereo not drawn)
  A: 5	B: 3	C: -6	D: -4	E: 0.5	F: -0.2%	G: -13%	H: -1	I: -2
> NC(=O)C1(N2CCCCC2)CCN(CC(=O)Nc2ccccc2Sc2ccccc2)CC1
  A: -17	B: 1	C: 7	D: 3	E: -0.4	F: -0.9%	G: -7%	H: -13	I: 10

# (more compounds)
# Letter code – A = TRHR enhancer; B = D1 agonist; C = D1 antag; D = D2 PAM; E = TRHR ag; F = RXFP1 agonist; G = Anesthetic bind; H = RXFP1 antag; I = D1 PAM
> Cc1cc2nn(-c3ccc(F)cc3)nc2cc1NC(=O)c1cccc2c(Cl)cccc12
  A: -2	B: -1	C: 3	D: 1	E: 1.1	F: -1.9%	G: 5%	H: -3	I: -4
> Cc1ccccc1C(=O)N(CC(=O)Nc1sc(C)c(C)c1C(N)=O)C1CCCC1
  A: -7	B: 3	C: 3	D: 1	E: 0.5	F: 2.5%	G: -22%	H: -10	I: -11
> CCc1c(C)c2c(C)nn(-c3ccccc3)c2oc1=O
  A: 8	B: 1	C: 0	D: 5	E: 0.4	F: 0.7%	G: -5%	H: 10	I: -1
> CCCCOc1ccc(N2C(=O)CC(N(CCc3ccccc3)C(=O)/C=C/C(=O)O)C2=O)cc1 (stereo not drawn)
  A: -3	B: -1	C: -3	D: -2	E: 0.2	F: 0.3%	G: -10%	H: 33	I: -2
> CCCCNC(=O)CNC(=O)c1nn(-c2ccc(OC)c(Cl)c2)c(=O)c2ccccc12
  A: -3	B: 2	C: 3	D: 6	E: 0.2	F: 16%	G: 8%	H: 14	I: 4
> COc1cccc(NC(=O)CN(C)S(=O)(=O)c2ccc3c(c2)n(C)c(=O)c(=O)n3C)c1
  A: -4	B: 5	C: 7	D: 9	E: 0.0	F: ?	G: -2%	H: -13	I: 1
> COC(=O)CC1=C(C(=O)OC)C(c2ccc3c(c2Cl)OCO3)C(C#N)=C(N)O1 (stereo not drawn)
  A: -4	B: 0	C: 7	D: .	E: 0.0	F: -0.4%	G: -12%	H: -14	I: 2
> CCOC(=O)c1sc(NC(=O)c2ccc(Br)o2)cc1C
  A: 14	B: 0	C: -24	D: -14	E: 0.2	F: -1.2%	G: -10%	H: -63*	I: -14
> Cc1ccc(CNC(=O)CC(C)CC2=NS(=O)(=O)c3ccccc3N2)cc1 (stereo not drawn)
  A: 4	B: 2	C: 18	D: -9	E: 0.8	F: -1.1%	G: 6%	H: 0	I: -1
